Bioassay records as filed in PubChem.
Scp-1 inhibitor: Scp-1 phosphatase inhibitors, primary screen, biochemical, colorimetric, uHTS; 340,000 compounds, 0.88% hits; Recombinant Scp1, phosphopeptide, malachite green phosphate absorbance; inhibition, % at 20 µM;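 active means inhibition above about 50% at 20 µM, limit read from the data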;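 further: plate controls were DMSO wells with enzyme for no effect and wells lacking enzyme for full effect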
Target sequence (Q9GZU7 76-261 limits assumed): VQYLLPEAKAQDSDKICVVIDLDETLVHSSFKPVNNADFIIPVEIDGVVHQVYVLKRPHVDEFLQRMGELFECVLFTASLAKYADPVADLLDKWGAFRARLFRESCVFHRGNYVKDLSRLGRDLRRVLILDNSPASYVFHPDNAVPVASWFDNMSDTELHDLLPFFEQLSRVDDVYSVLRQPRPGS
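assay system = SCP-1 phosphatase catalytic domain, residues 76-261 | buffer or medium = 50 mM Tris acetate pH 5.5, 0.005% Tween-20, 10 mM MgCl2 | incubation = enzyme reaction 45 min at room temperature, colour 5 min, stabilisation 30 min | signal = Phosphate-binding colour reagent, absorbance read at 630 nm | measure = % inhibition at 20 µM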
* = called active by the depositor. An excerpt. The share of hits here may be higher or lower than overall.

SMILES	Scp-1 inhibitor
COc1ccc2oc(C(=O)c3ccccc3)c(N)c2c1	-13.4
Cc1cc(-c2ccccc2)c2c(n1)sc1c(O)cc(=O)[nH]c12	-4.1
Cc1nc(N[C@@H](Cc2c[nH]c3ccccc23)C(=O)O)c2oc3ccccc3c2n1	-10.2
O=[N+]([O-])c1cc(CN2CCN(c3cccc(C(F)(F)F)c3)CC2)c2cccnc2c1O	-10.3
CCOC(=O)c1[nH]c2ccc(OC)cc2c1NC(=O)CCN1CCC(C)CC1	-4.8
COc1ccc(S(=O)(=O)N2CC(C)N(S(=O)(=O)c3ccc(OC)cc3)CC2C)cc1 (stereo unspecified)	-11.9
COC(=O)c1ccc(C(NC(=O)OCc2ccccc2)/C(F)=C/[C@@H](C)C(=O)NCc2ccc(-c3ccccc3)cc2)cc1 (stereo partly specified)	-2.3
CNC(=O)c1c(NC(=O)c2cc(-c3cc(C)c(C)cc3O)n[nH]2)sc2c1CCCC2	-8.4
Cc1cc(C)c2cc(C#N)c(N3CCCN(S(=O)(=O)c4ccccc4)CC3)nc2c1	-4.6
COc1ccc(-c2nnc(SCC(=O)N3CCCC3)o2)cc1OC	-1.6
CCO[C@H]1OC(C(N)=O)=C[C@@H](C2CC2)[C@@H]1CCCO	-3.0
CCC(c1nnnn1C(C)(C)C)N(Cc1cccs1)Cc1cc2cc(C)c(C)cc2n2nnnc12 (stereo unspecified)	3.2
COc1cc2c(cc1OC)C(C)N(C(=O)c1sc(-c3cnccn3)nc1C)CC2 (stereo unspecified)	-3.5
COc1ccc(/C=C/C(=O)c2ccc([N+](=O)[O-])o2)cc1OC	-3.6
CCOC(=O)C1CCCN(C(=O)CN2CCN(Cc3ccc(Cl)cc3)C2=O)C1 (stereo unspecified)	-0.5
N[C@@H](Cc1cc(I)c(Oc2cc(I)c(O)c(I)c2)c(I)c1)C(=O)O	31.7
CCN(CC)C(=O)c1ccc2c(=O)n(Cc3cccc(Br)c3)c(=S)[nH]c2c1	-13.5
CC(Oc1ccc(Cl)cc1Cl)C(=O)Nc1ccc(S(=O)(=O)Nc2cnc3ccccc3n2)cc1 (stereo unspecified)	-19.6
C#CCOCCOCCOCCNc1nc(N2CCN(C(=O)[C@H](Cc3cc4ccccc4[nH]3)n3cc([C@@H](N)C(C)CC)nn3)CC2)nc(N2CCN(C(=O)[C@H](CCCCN)n3cc([C@@H](N)CC(C)C)nn3)CC2)n1 (stereo partly specified)	3.5
C#CCOCCOCCOCCNc1nc(N2CCN(C(=O)CCCCCCCCCCNC(=O)[C@H](CCCCN)n3cc(C)nn3)CC2)nc(N2CCN(C(=O)CCCCCCCCCCNC(=O)[C@H](CCCN=C(N)N)n3cc(C[C@@H](C)CC)nn3)CC2)n1	37.6
CCC(C)(C)c1ccc(OCCCC[n+]2ccc(C)cc2)c(C(C)(C)CC)c1	14.2
CCOc1cc(/C=N/NC(=O)N/N=C/c2ccc(O)c(OCC)c2)ccc1O	-7.3
CC(C)(C)OC(=O)NCCCC[C@H](NC(=O)c1[nH]cnc1C(=O)Nc1ccc(CNC(=O)OC(C)(C)C)cc1)C(=O)OC(C)(C)C	-11.3
CC(=O)Nc1ccc2c(c1)C(C)(C)C(C)N2C (stereo unspecified)	82.0*
Cc1nc2c(c(=O)n1CCC(C)C)c1nc3ccccc3nc1n2Cc1ccc2c(c1)OCO2	2.6
O=c1cc(CN2CCN(c3cccc(C(F)(F)F)c3)CC2)nc2sccn12	-7.4
CC(Sc1nc2c(cc1C#N)CCCCC2)C(=O)O (stereo unspecified)	7.3
O=c1c2[nH]c3ccc(Br)cc3c2ncn1Cc1ccncc1	6.0
CC(Cc1ccc(O)c(O)c1)C(C)Cc1ccc(O)c(O)c1 (stereo unspecified)	-22.7
O=C1c2ccccc2S(=O)(=O)c2cc(C(=O)N3CCC(C(=O)N4CCCCC4)CC3)ccc21	-2.7
O=C1NCCC/C1=N/Nc1ccc(F)cc1	-0.9
Cc1ccc(C=C2C(Cl)=C(Cl)C(Cl)=C2Cl)cc1	25.3
O=C(c1cccs1)N1CCN(S(=O)(=O)c2ccc(F)cc2)CC1	-4.1
Cc1cc(C)c2c(=O)n(CC(=O)NCCCN3CCN(c4ccccc4F)CC3)sc2n1	2.4
COc1cccc(-n2c(SCC(=O)Nc3nc4ccccc4s3)nc3ccccc3c2=O)c1	17.4
CC1CCN(c2c(NCC3CCC(C(=O)NCCCc4ccccc4)CC3)c(=O)c2=O)CC1 (stereo unspecified)	-4.0
CC12CCC(C(=Nc3ccc(N=C4C(=O)C5(C)CCC4C5(C)C)cc3)C1=O)C2(C)C	-6.8
CN1CCN(CCCNC(=O)c2ccc(CSCc3cccc(Cl)c3)o2)CC1	-14.9
CCCNC(=O)c1onc(CSc2ccc(F)c(F)c2)c1C(=O)NCCC	-10.3
Cc1oc2c(c1C(=O)N1CCC(C)CC1)C(=O)c1ccccc1C2=O	-6.0
CC(=O)OC1CCC2(C)C(CCC3C2CC(OC(C)=O)C2(C)C3C[C@@H]3O[C@]4(CC[C@@H](C)CO4)[C@@H](C)C32)C1 (stereo partly specified)	1.4
Cc1cc2oc(=O)c(CC(=O)NCCCN(C)C)c(C)c2c2occ(C(C)(C)C)c12	-9.1
C=CCSc1nnc2n(-c3ccccc3OC)c(=O)c3c4c(sc3n12)CCC4	40.4
COc1ccc(NC(=O)/C(Cl)=C(/Cl)S(=O)Cc2ccccc2Cl)cn1 (stereo unspecified)	-0.5
O=C(NN=C1CCCC1)c1[nH]c2ccc(Br)cc2c1-c1ccccc1	-4.3
COc1cccc(C(=O)Oc2ccc3ccc(O)cc3c2)c1	31.2
CCCCC1=CC2=CC(=O)C(C)(OC(=O)CC)C(=O)C2=CN1CCN1CCOCC1 (stereo unspecified)	-0.2
COC(=O)[C@@]1(Cc2ccc(F)cc2)[C@H]2c3cc(C(=O)N(C)C)n(CCc4ccccn4)c3C[C@H]2CN1C(=O)c1ccccc1	-2.7
C/C(=N\NC(=O)c1ccc(NS(=O)(=O)c2cccs2)cc1)c1ccccn1	0.8
O=C1c2oc3ccc(Cl)cc3c(=O)c2C(c2ccccn2)N1CCCN1CCOCC1 (stereo unspecified)	-11.9
The list goes on:
SMILES	Scp-1 inhibitor
COc1ccc(C2=NN(C(=O)c3ccco3)C(c3cc4ccccc4nc3Cl)C2)cc1 (stereo unspecified)	-11.4
COc1ccc(C2=NOC(C)(c3sc(-c4ccc(Cl)cc4)nc3C)C2)cc1 (stereo unspecified)	17.9
O=c1c2ccccc2c(C=Nc2ccc(O)cc2)c(O)n1-c1nccs1	-5.2
Cn1ccnc1SCC(=O)Nc1ccc2nc(SCC(=O)NC3CC3)sc2c1	2.9
OC1(Cc2ccn[nH]2)CCCCC1	0.0
CC(C)n1c(SCC(=O)c2ccc3c(c2)OCCO3)nc2c1c(=O)n(C)c(=O)n2C	6.7
COc1cc2sc3ccc(-c4ccc(N(C)C)nc4)cc3c(=O)c2cc1OC	-0.2
C#CCOCCOCCOCCNc1nc(N2CCN(C(=O)[C@H](Cc3ccc(O)cc3)n3cc([C@@H](N)CC(C)C)nn3)CC2)nc(N2CCN(C(=O)[C@H](Cc3cc4ccccc4[nH]3)n3cc([C@@H](N)CC(C)C)nn3)CC2)n1	7.5
COC(=O)CCS(=O)(=O)c1ccc(Cl)c(Cl)c1	-2.5
CCSc1nnc(NC(=O)c2cnccn2)s1	-8.0
C=CCn1c(SCc2cc(=O)n3ccsc3n2)nc2sc(C)c(C)c2c1=O	42.7
CC1CCC2(CC1)NC(=O)N(Cc1cc(=O)n3ccsc3n1)C2=O (stereo unspecified)	4.5
Clc1ccc2[nH]c3c(N4CCC5(CC4)OCCO5)ncnc3c2c1	-6.7
O=C(Nc1ccc(S(=O)(=O)N2CCOCC2)cc1)c1ccc(CN2CCc3ccccc3C2)cc1	-3.3
CC12CCC(C(=O)N3CCN(c4ccccc4)CC3)(CC1=O)C2(C)C (stereo unspecified)	-2.2
CC(C)Sc1nnc2n(CCc3ccccc3)c(=O)c3c4c(sc3n12)COC(C)(C)C4	-7.2
COc1cc2c(cc1OC)CN(C(=O)CSc1nc3[nH]ncc3c(=O)n1-c1ccccc1)CC2	3.5
O=[N+]([O-])c1cccc(-c2n[nH]c(=S)n2-c2ccccc2)c1	-1.2
COCCN1CCN(C(=O)c2ccc3c(c2)S(=O)(=O)c2ccccc2C3=O)CC1	-8.1
Cc1ccc2cc(/C=C3\N=C(c4ccccc4)OC3=O)c(N3CCOCC3)nc2c1	5.1

Molecules shown so far containing fluorine, in the order listed:
SMILES	Scp-1 inhibitor
O=[N+]([O-])c1cc(CN2CCN(c3cccc(C(F)(F)F)c3)CC2)c2cccnc2c1O	-10.3
COC(=O)c1ccc(C(NC(=O)OCc2ccccc2)/C(F)=C/[C@@H](C)C(=O)NCc2ccc(-c3ccccc3)cc2)cc1 (stereo partly specified)	-2.3
O=c1cc(CN2CCN(c3cccc(C(F)(F)F)c3)CC2)nc2sccn12	-7.4
O=C1NCCC/C1=N/Nc1ccc(F)cc1	-0.9
O=C(c1cccs1)N1CCN(S(=O)(=O)c2ccc(F)cc2)CC1	-4.1
Cc1cc(C)c2c(=O)n(CC(=O)NCCCN3CCN(c4ccccc4F)CC3)sc2n1	2.4
CCCNC(=O)c1onc(CSc2ccc(F)c(F)c2)c1C(=O)NCCC	-10.3
COC(=O)[C@@]1(Cc2ccc(F)cc2)[C@H]2c3cc(C(=O)N(C)C)n(CCc4ccccn4)c3C[C@H]2CN1C(=O)c1ccccc1	-2.7

The listing continues:
SMILES	Scp-1 inhibitor
CSc1ccc(-c2sc(Nc3ccccc3)n[n+]2-c2ccc(F)cc2)cc1	9.3
COc1ccc(C2=CC3=C(Br)C(=O)C(C)(OC(=O)c4ccc(Cl)nc4)C(=O)C3=CO2)cc1 (stereo unspecified)	18.7
C=C1CCN(c2ccc(C(=O)O)cc2[N+](=O)[O-])CC1	-0.3
CCOC(=O)Cn1c(=O)c2c(nc(Br)n2Cc2ccc(Cl)cc2)n(C)c1=O	-3.6
COc1cc(/C=C/[N+](=O)[O-])ccc1OCc1cccc(C(=O)O)c1	0.4
COc1cccc(Cn2cccc(NC(=O)Nc3cccc(C#N)c3)c2=O)c1	0.8
CCOc1ccc(C(=O)/C=C/Nc2ccc(S(=O)(=O)Nc3cc(C)nc(C)n3)cc2)cc1	-3.0
O=C(Nc1cccnc1Oc1ncnc2cc(Cl)ccc12)c1ccc(F)cc1	-6.9
CCCC[C@@H]1C[C@H]1[C@@H](NC(=O)c1cccs1)c1ccc(Cl)cc1	-4.4
CNC(=O)[C@@H]1C[C@H]1[C@@H](NC(=O)CNC(=O)OCc1ccccc1)c1ccccc1	-5.0
CC1=NN(C(C#N)c2ccc([N+](=O)[O-])cc2)C(C)(C)C1 (stereo unspecified)	-3.6
COCCN1C=C(C(=O)OC)C(c2cc3c(cc2Br)OCO3)C(C(=O)OC)=C1	-17.1
C=C(C)C(=O)Nc1cccc(C2=NOC3(C2)C[C@H](C(N)=O)N(C(=O)CC#N)C3)c1 (stereo partly specified)	56.9*
COc1ccc(NC(=O)Nc2ccc(O)c3ccccc23)cc1	-2.2
N#C/C(=C\c1ccc([N+](=O)[O-])o1)c1nc2ccccc2[nH]1	7.6
COC(=O)c1ccc(OC)c(CSc2nnc(-c3ccc(C(C)(C)C)cc3)o2)c1	2.5
N=C1C(c2nc3ccccc3s2)=C(O)CN1C1CCC(O)CC1 (stereo unspecified)	-0.7
C#CCOCCOCCOCCNc1nc(N2CCN(C(=O)[C@H]([C@@H](C)CC)n3cc([C@@H](N)CO)nn3)CC2)nc(N2CCN(C(=O)[C@H](CCCCN)n3cc([C@@H](N)CC(C)C)nn3)CC2)n1	-8.5
COc1cc(OC)cc(-n2c3nc4ccccc4nc3c3c(=O)n(CC4CCCO4)cnc32)c1 (stereo unspecified)	8.7
CN1/C(=C\C(=O)COC(=O)c2ccc(O)c(O)c2)C(C)(C)c2ccccc21	-4.7
COC(=O)c1ccc(COc2cc([N+](=O)[O-])cc3cccnc23)cc1	-0.8
Cc1cccc2cc(COC(=O)c3cccc([N+](=O)[O-])c3)c(=O)[nH]c12	-4.1
Cc1cc(C)nc(SCC(=O)NC2=NC(=O)C(C)S2)n1 (stereo unspecified)	-5.5
O=c1[nH]c2cc3c(cc2cc1C(c1nnnn1Cc1ccccc1)N1CCCc2ccccc21)OCO3 (stereo unspecified)	2.8
CC1Cc2ccccc2N1C(=O)CSc1nnc(NC(=O)Cc2cccs2)s1 (stereo unspecified)	42.8
O=C(Nc1ccccc1)Nc1ccc(O)c2ccccc12	8.7
COc1ccc(N2CCN(C(=O)CSc3nnc(-c4ccco4)n3C)CC2)cc1	0.4
Cn1c(=O)c2c(ncn2CC(=O)N/N=C/C=C/c2ccccc2[N+](=O)[O-])n(C)c1=O	7.4
Cc1ccc(-n2nc3c(c2NC(=O)c2c(-c4ccccc4Cl)noc2C)CSC3)cc1	-5.2
O=C(CN1CCN(C(=O)c2ccco2)CC1)N1CCc2[nH]c3ccccc3c2C1	-18.4
C#CCOCCOCCOCCNc1nc(N2CCN(C(=O)C([C@@H](C)CC)n3cc(C(N)COC(=O)C(F)(F)F)nn3)CC2)nc(N2CCN(C(=O)[C@H](CCCCN)n3cc(C(N)CC(C)C)nn3)CC2)n1 (stereo partly specified)	7.1
CC(C)CCNC(=O)Cn1c(NCCC(C)C)nc2c1c(=O)n(C)c(=O)n2C	-6.6
Cn1c2ccccc2c(=O)c2ccc(C#Cc3ccccn3)cc21	21.7
C=C(C)C(=O)Nc1cccc(C2=NOC3(C2)C[C@@H](C(N)=O)N(C(=O)CCCCC)C3)c1 (stereo partly specified)	82.8*
Brc1ccc(-c2nnc(-c3cccnc3)c3conc23)cc1	-0.7
O=C(O)Cc1sc(Nc2ccc(Cl)cc2)nc1-c1cccs1	-2.5
COc1ccc(-c2csc(NC(=O)c3ccc(C(C)(C)C)cc3)c2C(=O)O)cc1	-14.1
CC(C)OCCCN1CN(S(=O)(=O)c2cccs2)c2nc3ccccc3nc21	-2.0

Individual results from the list:
Brc1ccc(-c2nnc(-c3cccnc3)c3conc23)cc1 @ Scp-1 inhibitor = -0.7
Cn1c2ccccc2c(=O)c2ccc(C#Cc3ccccn3)cc21 @ Scp-1 inhibitor = 21.7
